ERAP1 inh: ERAP1 (human) enzyme inhibition. inhibition, % at 10.7 µM. 340,000 tested, 0.15% active. Q9NZ08. recombinant ERAP1, Leu-AMC fluorescence, 60 min;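 active = mean replicate inhibition of at least 30%, or all replicates individually reaching that 30% level; inactive = mean below 30% and not every replicate reaching it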;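 also: 0% = neutral control wells and 100% = L-leucinethiol positive control wells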
Target sequence (Q9NZ08 whole entry, looked up): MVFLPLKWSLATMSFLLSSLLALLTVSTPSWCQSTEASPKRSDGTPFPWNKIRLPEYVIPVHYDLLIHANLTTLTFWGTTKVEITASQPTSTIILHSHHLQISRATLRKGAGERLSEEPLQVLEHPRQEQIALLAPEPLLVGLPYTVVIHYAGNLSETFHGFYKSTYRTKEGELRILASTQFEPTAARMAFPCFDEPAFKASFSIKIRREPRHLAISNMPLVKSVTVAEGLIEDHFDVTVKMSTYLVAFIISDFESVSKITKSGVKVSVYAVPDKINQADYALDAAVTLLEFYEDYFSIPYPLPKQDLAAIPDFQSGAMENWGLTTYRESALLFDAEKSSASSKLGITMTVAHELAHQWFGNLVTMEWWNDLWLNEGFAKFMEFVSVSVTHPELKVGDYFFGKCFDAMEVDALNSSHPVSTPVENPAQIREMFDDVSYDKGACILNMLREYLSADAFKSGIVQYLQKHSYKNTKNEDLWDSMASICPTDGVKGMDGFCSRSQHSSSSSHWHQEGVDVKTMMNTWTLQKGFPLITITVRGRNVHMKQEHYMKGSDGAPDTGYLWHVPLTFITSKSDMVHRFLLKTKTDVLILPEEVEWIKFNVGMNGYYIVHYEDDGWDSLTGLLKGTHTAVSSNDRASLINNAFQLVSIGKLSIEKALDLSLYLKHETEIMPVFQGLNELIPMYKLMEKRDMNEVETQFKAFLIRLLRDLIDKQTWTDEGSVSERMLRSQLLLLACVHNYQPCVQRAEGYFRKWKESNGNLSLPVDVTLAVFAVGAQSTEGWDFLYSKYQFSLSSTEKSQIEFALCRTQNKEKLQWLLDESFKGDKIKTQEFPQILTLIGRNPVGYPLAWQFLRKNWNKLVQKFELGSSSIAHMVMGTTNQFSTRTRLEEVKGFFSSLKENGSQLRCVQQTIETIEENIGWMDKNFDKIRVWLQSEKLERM
S100A4 MyoIIA: S100A4-myosin IIA interaction inhibition; P26447; S100A4/TAMRA-MyoIIA peptide fluorescence polarization; inhibition, % at 10.7 µM; 360,000 tested, 0.14% active;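 active = mean inhibition of at least 70% across replicates, with every replicate also reaching that level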
Target sequence (P26447 whole entry, looked up): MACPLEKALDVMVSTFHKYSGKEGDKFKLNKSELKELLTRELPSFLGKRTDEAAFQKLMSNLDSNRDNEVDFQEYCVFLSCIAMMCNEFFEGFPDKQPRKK
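incubation = readout 5 min after mixing, signal stable up to 60 min | system = S100A4 monomer protein | buffer or medium = HEPES pH 7.2 with CaCl2, KCl, NaCl, DTT, Triton | benchmarks = neutral control DMSO, positive control TFP | also added = fluorescent myosin IIA peptide, 5 nM | compound dosing = one concentration per compound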
PglD DTNB: PglD (C. jejuni) enzyme inhibition | purified PglD enzyme, DTNB colorimetric CoA detection | inhibition, % at 12.5 µM | 360,000 tested, 0.098% active | AID 602405; in the data active = inhibition above about 16%, passing the limit was not always enough; also: strong numbers were not always called active
LGR2 inh: blocks bursicon-induced cAMP signaling via Drosophila LGR2; 380,000 tested, 0.35% active; inhibition, % at 9.99 µM; HEK293 LGR2, CRE-luciferase, bursicon-stimulated, 4 h;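 active = drop in luminescence signal, shown as inhibition above about 50% in the replicate tests, limit read from the data, passing the limit was not always enough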;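 also: agonist challenge used bursicon conditioned medium at about half maximal strength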
EWS-Fli inh: EWS/Fli transcriptional activity inhibition; A673 NR0B1-luciferase reporter, viability-normalised; inhibition, % at 12.6 µM; 350,000 tested, 0.67% active; AID 651661;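 active = mean inhibition of at least 50% after viability correction, with every replicate also passing that limit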;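 also: firefly luciferase signal divided by Alamar Blue viability fluorescence both relative to DMSO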
FN deposit inh: fibronectin deposition inhibition | AH1F fibroblasts, Alexa488-fibronectin deposition fluorescence, overnight | inhibition, % at 12.6 µM | AID 743247 | 350,000 tested, 0.086% active;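 active = mean inhibition across replicates of 30% or more, regardless of how many single replicates reach that level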;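 also: positive control wells lacked labelled fibronectin entirely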
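Assay system: AH1F fibroblasts / Quantity: 10000 cells per well / Medium: DMEM plus 2% serum, read in PBS / Reagent: labelled fibronectin 24 nM / Dosing: single dose, pinned / Times: 1 h cell attachment, overnight exposure to compound and label / Signal: fluorescence, ex 485 nm, em 525 nm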
PAX8 inh HTS: PAX8 transcriptional activity inhibition; RMG-I TPO-luciferase reporter, SteadyGlo, 24 h; inhibition, % at 12.6 µM; 360,000 tested, 1.2% active; AID 652154;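 active = mean replicate inhibition at least 60% with every replicate also reaching 60%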;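 also: luciferase light reporting Pax8 driven TPO promoter activity; plate controls were median of neutral control wells for no effect and mitoxantrone controls for full effect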
PGC1a acetyl inh: modulators of PGC1a acetylation; U2OS PGC1a acetylation, AlphaScreen anti-acetyl-lysine; with virally co-expressed GCN5 acetyltransferase; inhibition, % at 15.6 µM; 350,000 tested, 0.17% active; AID 651687;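 active = every replicate shows inhibition of at least 40%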;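 also: 0% = neutral control wells and 100% = positive control wells; some results beyond the cut were filed as inactive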
* hit, by the source's call; nt = no result given; & = joins results of further samples.

compound,ERAP1 inh,S100A4 MyoIIA,PglD DTNB,LGR2 inh,EWS-Fli inh,FN deposit inh,PAX8 inh HTS,PGC1a acetyl inh
C/C=C/c1cnc2c(c1)C(=O)N([C@H](C)CO)C[C@H](C)[C@H](CN(C)Cc1ccccc1F)O2,4,-131,-6,-7,3,nt,-43,-8
COc1cc(OC)cc(-c2c(-c3cccs3)c3cc(-c4ccc(CN5CCOCC5)cc4)ccc3n2C)c1,1,-3,6,-4,6,-6,-22,nt
CN(C)C(=O)C[C@@H]1C[C@@H]2c3cc(NC(=O)c4cccnc4)ccc3O[C@@H]2[C@H](CO)O1,-1,6,2,-6,-3,nt,1,-1
COC(=O)CN(C#N)c1nc(NC(C)C)nc(NC(C)C)n1,4,5,nt,0,12,-6,4,5
CCOc1ccc(-c2nnc(SCC(=O)O)n2Cc2ccccc2)cc1,3,0,4,-7,-2,-7,-4,8
CC(=O)N1[C@@H]2Cn3c(ccc(C4=CCCC4)c3=O)[C@H]1[C@@H](C(=O)N[C@@H](C)c1ccccc1)[C@@H]2CO,1,0,-1,-12,4,nt,nt,nt
Cc1cccc(NC(=O)c2ccccc2-c2ccccc2)c1,-2,-26,nt,29,8,2,-11,nt
NS(=O)(=O)c1ccc(NN=C2CCCCC2)c([N+](=O)[O-])c1,5,-1,-4,9,3,-1,3,12
C=CC(=O)N=c1sc2ccccc2n1-c1ccccc1,-2,3,2,-4,4,-7,92*,8
C[C@@H]1CN([C@@H](C)CO)C(=O)c2cccc(NS(=O)(=O)c3ccccc3)c2O[C@@H]1CN(C)Cc1ccc(-c2ccccc2)cc1,-7,0,1,9,4,nt,nt,35
O=C(c1cccnc1)N1CC[C@H]2[C@H](CO)Nc3ccc(C#Cc4cccnc4)cc3[C@H]21,-3,26,nt,4,nt,8,nt,3
O=C(COC(=O)c1ccc2ccccc2n1)Nc1ccccc1F,2,0,-5,11,-1,2,12,-3
CCC(C)(C(=O)NC1CCCCC1)N(Cc1ccco1)C(=O)c1ccc2c(c1)OCO2 (stereo not given),-2,-3,1,-11,nt,0,nt,-20
CC(C)(C)NC(=O)C(c1ccccc1F)n1c(=O)c(-c2cc3ccccc3[nH]2)nc2ccccc21 (stereo not given),-1,-5,nt,-10,-7,-4,7,nt
O=C(COC(=O)c1cc[n+]([O-])cc1)Nc1ccccc1Cl,-4,0,nt,18,3,2,7,-8
CC(C)(C)NC(=O)C(c1ccc(C(F)(F)F)cc1)n1c(=O)c(-c2ccco2)nc2ccccc21 (stereo not given),-2,-10,nt,-19,3,-4,10,nt
Cc1ccc(C(C)C)cc1OCC(=O)Nc1ccc(-n2cnnn2)cc1,-3,-4,1,30,4,3,0,nt
COc1cc(C)c(NC(=O)C(=S)NCCc2ccccc2)cc1C,-4,0,3,-4,7,-8,-14,-12
Cc1nc(C(F)(F)F)ccc1C(=O)N1CCC1(C)C(=O)NS(=O)(=O)c1ccc2c(c1)CCO2 (stereo not given),-2,-1,3,4,5,-3,-9,-5
Cc1ccc(CSc2nnc3ccc(-c4ccncc4)nn23)cc1,1,1,6,-26,-37,-6,-31,6
C/C(=N\NC(=O)c1ccc(-c2ccccc2)cc1)C1C(=O)c2ccccc2C1=O,-2,-4,nt,42,14,5,4,nt
c1coc(C2Nc3ccccc3-c3nc4ccccc4n32)c1 (stereo not given),-10,-4,-3,-3,-52,nt,nt,-40
CCCN1C[C@H](C)[C@@H](OC)CN(C)C(=O)c2ccc(NC(=O)COC)cc2OC[C@@H]1C,1,0,2,6,2,1,2,nt
COC(=O)c1ccc(C(=O)OC)c(NC(=O)Cc2cccs2)c1,-2,-2,5,-16,1,-6,1,-1
CCCn1c(Cc2ccccc2)nnc1SC(C)C(=O)NC1CC1 (stereo not given),-11,12,nt,-16,3,1,-2,14
CCc1ccc(C(=O)NCC2COc3ccccc3O2)o1 (stereo not given),nt,nt,1,nt,nt,5,-26,-13
Cc1ccccc1OCC(=O)O/N=C(\N)c1ccncc1,2,-6,0,-36,-80,0,-154,5
CCOC(=O)N1CCC(C(=O)Nc2ccc(OCC)cc2)CC1,2,-3,-4,7,-4,-5,-2,-19
CO[C@@H]1CN(C)C(=O)c2cc(NS(=O)(=O)c3ccccc3C)ccc2OC[C@@H](C)N(C)C[C@@H]1C,-2,1,1,9,4,-4,3,-9
CCN(CC)C(=O)C1=C(C)N(Cc2ccccc2)C(=O)C(CC(=O)NC2CCCCC2)C1 (stereo not given),-3,-2,1,-20,-8,-1,-4,1

Five records drawn at random from the list so far, as already listed:
compound,ERAP1 inh,S100A4 MyoIIA,PglD DTNB,LGR2 inh,EWS-Fli inh,FN deposit inh,PAX8 inh HTS,PGC1a acetyl inh
COc1cc(OC)cc(-c2c(-c3cccs3)c3cc(-c4ccc(CN5CCOCC5)cc4)ccc3n2C)c1,1,-3,6,-4,6,-6,-22,nt
CC(C)(C)NC(=O)C(c1ccccc1F)n1c(=O)c(-c2cc3ccccc3[nH]2)nc2ccccc21 (stereo not given),-1,-5,nt,-10,-7,-4,7,nt
c1coc(C2Nc3ccccc3-c3nc4ccccc4n32)c1 (stereo not given),-10,-4,-3,-3,-52,nt,nt,-40
CC(=O)N1[C@@H]2Cn3c(ccc(C4=CCCC4)c3=O)[C@H]1[C@@H](C(=O)N[C@@H](C)c1ccccc1)[C@@H]2CO,1,0,-1,-12,4,nt,nt,nt
CCC(C)(C(=O)NC1CCCCC1)N(Cc1ccco1)C(=O)c1ccc2c(c1)OCO2 (stereo not given),-2,-3,1,-11,nt,0,nt,-20

The results go on.
compound,ERAP1 inh,S100A4 MyoIIA,PglD DTNB,LGR2 inh,EWS-Fli inh,FN deposit inh,PAX8 inh HTS,PGC1a acetyl inh
C[C@@H]1CN([C@H](C)CO)C(=O)Cc2cc(NC(=O)NC3CCCCC3)ccc2O[C@H]1CN(C)Cc1ccc(-c2ccccc2)cc1,-1,1,-2,26,8,nt,34,-6
C[C@@H]1CN([C@@H](C)CO)C(=O)c2cccc(NC(=O)c3cnccn3)c2O[C@H]1CN(C)C(=O)Nc1ccc(C(F)(F)F)cc1,0,-1,-2,8,2,11,-2,-3
O=C(N=C1SC2CS(=O)(=O)CC2N1c1ccc(Br)cc1F)C1CC1 (stereo not given),2,1,5,5,-1,-2,10,8
Cc1ccccc1S(=O)(=O)N[C@@H]1CC[C@@H](CCn2cc(-c3ccc(F)cc3)nn2)O[C@H]1CO,1,-6,0,2,-3,-20,36,-8
C[C@@H]1CCCCO[C@H](CN(C)C(=O)Nc2ccccc2)[C@H](C)CN([C@@H](C)CO)C(=O)c2cc(NS(C)(=O)=O)ccc2O1,0,-2,-1,6,-11,4,5,11
Cc1ccc(C)c(S(=O)(=O)Nc2ccc(C(=O)N3CCC3)cc2)c1,1,4,-3,11,13,-2,2,nt
CCOC(=O)/C(C#N)=C1\CC2CCC1(C)C2(C)C (stereo not given),-3,1,nt,-26,-9,-1,-8,nt
CC1Cc2ccccc2N1C(=O)c1ccc2snnc2c1 (stereo not given),-1,-5,1,-2,15,nt,nt,-1
COCCNC(=O)C[C@H]1C[C@H]2c3cc(NC(=O)Nc4ccc(F)cc4)ccc3O[C@H]2[C@H](CO)O1,nt,nt,8,3,-1,-5,-4,0
CCn1cc(Cl)c(C(=O)Nc2cc(C(=O)OC)cc(C(=O)OC)c2)n1,0,4,nt,-6,-1,nt,5,-18
Clc1ccc2ccc3cccnc3c2n1,0,-1,3,-5,3,10,-36,-1
N#Cc1ccc(OCC(=O)OCC(=O)Nc2cc(C(F)(F)F)ccc2N2CCOCC2)cc1,12,-3,nt,4,15,-3,-8,nt
COc1ccc(NC(=O)c2cc3nc(-c4ccccc4)cc(C)n3n2)cc1OC,-2,-2,-2,-21,-1,4,-2,4
Cc1c(CNCCc2ccccc2)c(C(=O)O)c(C)n1-c1ccccc1,1,-1,0,-32,12,1,13,nt
COc1ccc(NC(=O)N(C)C[C@@H]2Oc3ccc(NS(=O)(=O)c4ccc(OC)cc4)cc3C(=O)N([C@@H](C)CO)C[C@H]2C)cc1,2,-23,3,4,0,nt,-19,0

(listing goes on)
Under each structure: ERAP1 inh | S100A4 MyoIIA | PglD DTNB | LGR2 inh | EWS-Fli inh | FN deposit inh | PAX8 inh HTS | PGC1a acetyl inh
> COCC(=O)N1CC2(C1)CN(Cc1cccc(OC)c1)[C@H](CO)c1c2c2ccc(OC)cc2n1C
  nt | -31 | nt | -5 | -2 | nt | nt | -5
> CC(=O)N1CCOc2ccc(S(=O)(=O)N3CCC(C(=O)Nc4ccccc4F)CC3)cc21
  -6 | -3 | -8 | -2 | nt | 1 | -9 | -5
> O=C1Nc2ncccc2OC1CCCl (stereo not given)
  5 | 2 | -3 | 0 | nt | -21 | nt | 0
> CC(=O)OC(c1nc2ccccc2c(=O)n1C1CC2(OC1=O)c1ccccc1N1C(=O)C(C)(C)N(O)C12)C(C)C (stereo not given)
  9 | -10 | -2 | 1 | -1 | nt | nt | -8
> C[C@H](CO)N1C[C@H](C)[C@H](CN(C)C)Oc2ncc(-c3cc4ccccc4o3)cc2C1=O
  0 | 7 | -2 | 9 | -1 | 0 | nt | -12
> C[C@H](CO)N1C[C@H](C)[C@H](CN(C)C(=O)Nc2ccccc2)Oc2ccc(NC(=O)Cc3ccccc3)cc2C1=O
  -2 | 7 | 3 | -6 | 1 | nt | 1 | 3
> COc1ccc([C@@H]2[C@@H]3C(=O)N(C(C)(C)C)C(=O)[C@@H]3[C@]3(Cc4ccc(Cl)cc4)C(=O)N(c4cccc(C)c4)C(=O)N23)cc1
  3&-2 | 2&-4 | -3 | 2&26 | 0 | 6 | 26 | 8
> C[C@H](O)C#Cc1cnc2c(c1)C(=O)N([C@H](C)CO)C[C@H](C)[C@@H](CN(C)Cc1ccc(-c3ccccc3)cc1)O2
  -5 | 25 | 3 | 1 | 16 | 7 | 50 | -25
> COc1ccc(Br)cc1CN1CCN(C(=O)c2ccc(F)cc2)CC1
  1 | -5 | 1 | nt | 11 | 8 | 24 | nt
> COc1ccc(NC(=O)CN(C)C(=O)CNC(=O)c2cccs2)cc1
  0 | -5 | -2 | 3 | 1 | -3 | -13 | 9
> C[C@H]1CN([C@@H](C)CO)C(=O)c2cc(C#CCN(C)C)cnc2O[C@H]1CN(C)C(=O)c1cnccn1
  1 | 1 | 4 | 2 | -7 | nt | -26 | 16
> Cc1cc(NC(=O)c2cccc(S(=O)(=O)N(C)C)c2)n(-c2ccccn2)n1
  nt | nt | -15 | nt | nt | 0 | -10 | -16

Among those listed so far, 3 contain an aryl thioether with sulfur outside any ring.
Under each structure: ERAP1 inh | S100A4 MyoIIA | PglD DTNB | LGR2 inh | EWS-Fli inh | FN deposit inh | PAX8 inh HTS | PGC1a acetyl inh
> CCOc1ccc(-c2nnc(SCC(=O)O)n2Cc2ccccc2)cc1
  3 | 0 | 4 | -7 | -2 | -7 | -4 | 8
> Cc1ccc(CSc2nnc3ccc(-c4ccncc4)nn23)cc1
  1 | 1 | 6 | -26 | -37 | -6 | -31 | 6
> CCCn1c(Cc2ccccc2)nnc1SC(C)C(=O)NC1CC1 (stereo not given)
  -11 | 12 | nt | -16 | 3 | 1 | -2 | 14

Bioassay records (PubChem)
